# Screening data deposited in PubChem by several laboratories.
# ASAP1 GAP inh = blocks human ASAP1-stimulated Arf1 GTP hydrolysis; Q9ULH1; GDP FP detection; inhibition, % at 16.5 µM; 0.19% of 360,000 active; in the data active means inhibition above about 25%;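 further: 0% = vehicle with enzyme and substrate and 100% = no enzyme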
# sPLA2-III inh = Inhibits HGIII-sPLA2 liposome hydrolysis, primary screen; QFRET BODIPY PC-A2 liposome hydrolysis, fluorescence; inhibition, % at 12.2 µM; 0.56% of 370,000 active; AID 743126;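 active means inhibition above mean plus 3 SD of compounds lying within the high and low control bounds, cut at about 19% in these data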;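 further: 0% = median of test compound wells and 100% = no enzyme DMSO wells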
# PLCb3 inh = inhibitors of human phospholipase C beta3; Q01970; Purified PLC-beta3, fluorogenic substrate, fluorescence; inhibition, % at 12.2 µM; 0.18% of 370,000 active; in the data active means inhibition above about 11%;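 further: 0% = median of compound wells on plate and 100% = full blocker control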
# NR1D1 modulator = modulators of human Rev-erb alpha DNA binding. 0.79% of 370,000 active. Rev-erbα–FITC-DNA binding, fluorescence polarization, 90 min. AID 1259318. activity, % at 10 µM. P20393;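 active means activity above about 14%, limit read from the data; passing the limit was not always enough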;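 further: 0% = DMSO wells with 35 nM protein and 100% = DMSO wells with 750 nM protein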
# Tn6 DDE FP = inhibitors of Tn6 peptide binding to human fibrin DD(E) | P02675 | Fibrin DD(E) TRITC-Tn6 fluorescence polarization displacement | inhibition, % at 8.3 µM | 0.21% of 370,000 active;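 active means inhibition above a per-campaign cutoff: mean of compounds within control limits plus 3 SD, cut at about 15% in these data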;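 further: 0% = median of all compound wells on the plate and 100% = blocking peptide control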
# Target sequence (P02675 whole entry, looked up): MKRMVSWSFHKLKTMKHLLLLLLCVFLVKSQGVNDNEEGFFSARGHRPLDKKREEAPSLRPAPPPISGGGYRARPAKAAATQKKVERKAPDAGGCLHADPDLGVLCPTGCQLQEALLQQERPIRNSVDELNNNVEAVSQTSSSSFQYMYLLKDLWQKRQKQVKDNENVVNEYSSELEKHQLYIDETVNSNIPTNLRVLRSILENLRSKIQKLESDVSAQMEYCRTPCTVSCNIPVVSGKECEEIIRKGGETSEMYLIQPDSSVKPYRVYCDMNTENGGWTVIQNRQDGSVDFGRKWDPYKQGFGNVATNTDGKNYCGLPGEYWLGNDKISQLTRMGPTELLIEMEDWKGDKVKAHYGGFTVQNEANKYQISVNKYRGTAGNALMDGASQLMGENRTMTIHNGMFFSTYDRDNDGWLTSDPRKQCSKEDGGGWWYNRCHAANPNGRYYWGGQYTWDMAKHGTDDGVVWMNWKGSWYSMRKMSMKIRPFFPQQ
# proKLK7 act = activators of human kallikrein-7 zymogen | 0.9% of 370,000 active | P49862 | purified proKLK7, EDANS-DABCYL substrate fluorescence; 100% is mature enzyme control, 0% vehicle | activation, % at 7 µM;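 active means activation above the mean of all tested compounds plus 3 SD, computed per campaign excluding outliers beyond control limits, cut at about 13% in these data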
# Target sequence (P49862 whole entry, looked up): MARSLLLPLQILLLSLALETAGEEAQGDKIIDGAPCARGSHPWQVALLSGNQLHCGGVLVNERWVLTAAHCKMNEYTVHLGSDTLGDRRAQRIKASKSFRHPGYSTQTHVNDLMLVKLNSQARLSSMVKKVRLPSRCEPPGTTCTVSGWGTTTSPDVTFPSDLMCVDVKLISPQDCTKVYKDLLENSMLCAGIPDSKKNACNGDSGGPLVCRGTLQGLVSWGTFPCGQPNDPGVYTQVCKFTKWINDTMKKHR
# PLC-gamma1 inh = inhibitors of human phospholipase C gamma1 | P19174 | purified PLC-gamma1, fluorogenic substrate, fluorescence | inhibition, % at 12.2 µM | 0.84% of 370,000 active | AID 720700; in the data active means inhibition above about 9.5%
# Tn7 DDE FP = disrupts Tn7 cyclic peptide binding to fibrin D-Dimer-E complex | inhibition, % at 8.3 µM | P02675 | FP displacement of FITC-Tn7 peptide from fibrin DD(E); 0% = median of compound wells per plate | 0.13% of 370,000 active;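 active means inhibition above the mean of compounds falling within the control limits plus 3 SD of them, cut at about 14% in these data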;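 further: 0% = plate median of compound wells and 100% = 10 µM Aha-Tn7 peptide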
#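 assay system = human clot-derived fibrin DD(E) complex | quantity = Fibrin-DD(E) at 2 µM final | timing = 10 min preincubation, 3 h with tracer, room temperature | signal = fluorescence polarization | measure = percent inhibition | benchmarks = high control wells with 10 µM unlabelled Aha-Tn7 peptide (full inhibition) | replicates = singlicate testing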
# ARFGAP1 inhibitor = inhibits rat ARF GTPase activating protein 1 | 0.26% of 360,000 active | inhibition, % at 16.5 µM | Arfgap1-stimulated ARF1 GTP hydrolysis, GDP FP detection;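 active means inhibition above a per-plate limit, mean inhibition of low control wells plus 3 SD, cut at about 25% in these data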;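 further: 0% = DMSO wells with enzyme and 100% = wells lacking Arfgap1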
# Target sequence (Q62848 1-136 limits assumed): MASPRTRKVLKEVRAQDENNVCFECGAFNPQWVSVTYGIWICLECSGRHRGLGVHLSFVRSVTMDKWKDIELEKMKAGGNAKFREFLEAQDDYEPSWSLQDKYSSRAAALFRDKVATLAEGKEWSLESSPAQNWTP
#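 system = rat Arfgap1 catalytic domain, aa 1-136 | technique = FP, GDP Alexa 633 tracer displaced from anti-GDP antibody, 620/688 nm | compound = one concentration, 16.5 µM, DMSO 1.26% | medium = HEPES-based buffer, pH 7.5 | timing = compound-enzyme preincubation 20 min, reaction 120 min, detection 60 min, 25 °C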
# UHRF1 MBD2 ctr = human UHRF1 methylated DNA binding inhibitors. UHRF1 binding to methylated oligo, TR-FRET. 0.75% of 370,000 active. AID 687016. inhibition, % at 4.4 µM. Q96T88; in the data active means inhibition above about 21%;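 further: UHRF1 SRA domain binding a hemimethylated CpG hairpin DNA probe; 0% = median of test compound wells and 100% = reference inhibitor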
# The depositor's hits bear a star; x = no result given; & = joins results of further samples. An unsorted share of the library (roughly 4.5% active in at least one column).
# The first 3 compounds, ahead of the listing:
SMILES,ASAP1 GAP inh,sPLA2-III inh,PLCb3 inh,NR1D1 modulator,Tn6 DDE FP,proKLK7 act,PLC-gamma1 inh,Tn7 DDE FP,ARFGAP1 inhibitor,UHRF1 MBD2 ctr
Cc1ccc(S(=O)(=O)/N=C(/Nc2ccc([N+](=O)[O-])cc2)c2ccccc2)cc1,3,-23,-16,-2,4,0.9,-3,5,-4,2
O=C(Nc1ccc(F)cc1)C(c1cc2ccccc2o1)N1CCN(CC(=O)N2CCCC2)CC1 (stereo unspecified),-4,-5,2,-7,5,0.1,1,4,-6,-3
COC(=O)c1ccc(C(=O)OC)c(NC(=O)C(C)C)c1,5,1,-16,-7,2,-0.7,-14,-6,-2,1

# The list itself (from the top)
SMILES,ASAP1 GAP inh,sPLA2-III inh,PLCb3 inh,NR1D1 modulator,Tn6 DDE FP,proKLK7 act,PLC-gamma1 inh,Tn7 DDE FP,ARFGAP1 inhibitor,UHRF1 MBD2 ctr
Cc1ccc(S(=O)(=O)/N=C(/Nc2ccc([N+](=O)[O-])cc2)c2ccccc2)cc1,3,-23,-16,-2,4,0.9,-3,5,-4,2
O=C(Nc1ccc(F)cc1)C(c1cc2ccccc2o1)N1CCN(CC(=O)N2CCCC2)CC1 (stereo unspecified),-4,-5,2,-7,5,0.1,1,4,-6,-3
COC(=O)c1ccc(C(=O)OC)c(NC(=O)C(C)C)c1,5,1,-16,-7,2,-0.7,-14,-6,-2,1
CCOC(=O)C1C(=O)NCC2CCCC21 (stereo unspecified),1,1,-1,0,-4,-0.7,0,-10,-1,-2
COc1ccc(S(=O)(=O)CCc2nnc(NC(=O)c3cccs3)s2)cc1,6,10,2,1,8,0.3,3,3,8,1
CC(OC(=O)c1nn(C)c(=O)c2ccccc12)C(=O)Nc1ccc(S(N)(=O)=O)cc1 (stereo unspecified),10,14,-4,7,-6,-0.2,1,-1,4,2
Cc1cccn2c(NC(=O)c3ccccc3F)c(-c3ccccc3)nc12,0,-3,-4,7,-3,0.1,3,-9,0,2
Cc1cc(C)cc(NC(=O)C2CCCN2C(=O)NC2CCCCC2)c1 (stereo unspecified),-8,-2,2,6,6,-0.4,0,-10,21,-1
O=C1CCN(S(=O)(=O)c2ccccc2)CCN1CCOCc1ccc(Cl)cc1,-2,2,6,-2,-1,0.6,5,-8,11,0
Cc1cc(C(=O)CN2CC(C)OC(C)C2)c(C)n1-c1ccccc1 (stereo unspecified),0,-4,-6,-8,0,1.4,-4,-1,-1,-1
O=C(COC(=O)c1ccc(Br)o1)NCCCc1ccccc1,15,0,-4,-3,-8,0.1,1,-1,6,-2
CCCCCCCSc1nnc(N)s1,4,-6,-9,8,1,-0.4,-3,2,-3,-1
O=C(O)COc1ccc(-c2nc(-c3ccccc3)c(-c3ccccc3)[nH]2)cc1,-1,-6,-17,-1,0,0.0,-4,-5,9,-2
COc1ccccc1NC(=O)c1ccc(CSc2ccccc2)o1,9,-5,-13,1,-1,0.5,-6,-2,7,0
Cc1ccccc1N(C(=O)c1snc(C(N)=O)c1N)C(C)C(=O)NC1CCCCC1 (stereo unspecified),-5,-2,-289,2,-3,9.9,-169,8,12,-1
CC(SCc1ccc(C(=O)O)o1)c1ccc(C(=O)O)o1 (stereo unspecified),0,7,1,-5,-1,0.3,-1,4,-14,1
C/C(=N/NC(=O)C1COc2ccccc2O1)c1ccc(Br)s1 (stereo unspecified),1,2,-18,-4,-1,0.1,4,-9,-7,1
Cc1cccc(C)c1OCC(O)Cn1c2ccccc2c2ccccc21 (stereo unspecified),4,-21,-1,-4,-6,0.1,-2,1,11,3
CC1(C)CC(=O)c2sc(NS(=O)(=O)c3ccc(Cl)cc3)nc2C1,-7,-12,-17,3,1,-0.1,-4,0,2,1
OC(CNCC1COc2ccccc2O1)COCc1cccs1 (stereo unspecified),8,-2,3,4,-2,-0.3,-1,6,11,2
COc1ccc(Br)cc1/C=N/NC(=O)c1ccc2nc[nH]c2c1,-5,-2,-7,11,-5,0.3,-2,1,18,-4
Cc1cc(C)n2[nH]c(=O)c(N=Nc3ccc(S(N)(=O)=O)cc3)c2n1,-5,7,3,12,2,0.4,4,1,2,-12
CC(=O)Nc1cccc(NC(=O)CS(=O)(=O)c2cn(CC(=O)N3CCOCC3)c3ccccc23)c1,-4,2,-12,6,3,-1.0,-6,13,-9,2
Cc1ccc(-n2c(C)cc(/C=N/NC(N)=S)c2C)cc1,9,0,-31,3,6,0.0,-25,-1,-8,-12
C=CC[n+]1c(-c2ccc(OC)c(OC)c2)csc1NNC(=O)Nc1ccccc1,-9,9,-35,0,0,0.0,-34,9,10,2
COc1ccc(NC(=O)C2CC(=O)NC3=C2C(=O)CC(C)(C)C3)cc1 (stereo unspecified),1,1,-1,2,-9,-0.3,0,0,6,2
O=C(NCCOc1ccccc1)C1CCC(=O)N(CCc2ccccn2)C1 (stereo unspecified),4,-2,-4,-4,-2,0.7,1,-3,1,0
COc1ccc(NC(C)=O)cc1NC(=O)C1CCN(C(=O)Nc2ccccc2)CC1,-1,7,-6,1,6,-0.2,6,6,-3,-1
COc1cccc(OCC(=O)Nc2c3c(nn2-c2ccc(F)cc2)CS(=O)(=O)C3)c1,-1,-3,-18,-7,5,-0.4,1,0,7,0
CC12CCC(=O)CC1CCC1C2CCC2(C)C1CCC2(O)C(=O)CO (stereo unspecified),5,7,0,0,-2,-0.2,4,-2,-1,0
CC(C)(Cc1ccc(O)cc1)NC(=O)CC(=O)N/N=C/c1ccc(Cl)cc1,2,-25,-2,4,2,0.4,1,5,0,-1
CC(C)C[C@H]1COCCS(=O)(=O)N1Cc1ccccc1F,5,0,-1,5,1,-0.5,2,-8,8,-1
CCOc1ccc(Br)cc1S(=O)(=O)Nc1ccc(NC(=O)c2ccccc2F)cc1,20,-16,-3,8,-6,-0.5,-2,0,11,-2
CN(C)Cc1c(C(=O)N/N=C/c2ccc(OCc3c(F)cccc3Cl)cc2)nnn1-c1nonc1N,18,-3,-10,5,5,-0.1,-1,2,-1,-2
CCCn1c(NCCO)nc2ccccc21,-8,0,0,4,-1,-0.4,1,-2,6,2
O=C(O)COc1ccc(/C=N/NC(=O)c2cn(-c3ccccc3)nc2-c2ccccc2)cc1,21,-8,-164,0,-7,0.2,-3,-3,6,1
CC(=O)Nc1c2c(nn1-c1cccc(C)c1)CSC2,2,-3,-3,-3,2,0.0,1,3,6,0
O=C(COC(=O)CNS(=O)(=O)c1ccc(Br)cc1Cl)NC1CC1,-8,8,-8,-7,1,-0.2,4,-3,3,0
CN(C)N1C(=O)/C(=C/c2ccco2)SC1=Nc1ccccc1,3,4,8,-7,5,1.9,7,-4,0,3
c1ccc2c(c1)oc1c(NCCN3CCOCC3)ncnc12,1,3,1,2,1,0.0,1,-3,-6,2
CN(C)c1ncnc2c1nnn2C1OC(CO)C(O)C1O (stereo unspecified),12,7,-1,-3,2,0.1,0,-8,-16,1
Cc1nn(C)c(C)c1S(=O)(=O)N(CC(=O)NCCCN1CCC(C)CC1)c1ccc(C(C)C)cc1,6,-8,-5,-7,-2,0.7,2,-7,13,-1
COc1ccnc2c1c(=O)n(Cc1ccc(Cl)cc1Cl)c(=O)n2C,1,-1,-4,-8,4,-0.5,9.8*,1,-1,-2
Cc1ccc(N(CC(=O)NCc2ccccc2)C(=O)CCC(=O)Nc2ccccn2)c(C)c1,-6,-6,-7,-1,-5,0.0,2,6,-13,2
O=C(Cc1cccc2ccccc12)NCC1CCCO1 (stereo unspecified),-19,-4,1,5,4,0.3,-5,5,-6,-1
O=c1oc2ccccc2c2c1ccc1ccccc12,-3,-5,-83,3,3,-8.6,-59,7,-13,-2
CC(=O)NC1(c2cccc(F)c2)CCN(C(=O)Nc2ccc(C#N)cc2)CC1,0,-4,-2,1,1,-0.5,-4,3,6,2
O=C(NCc1ccc2c(c1)OCO2)C(=O)NCC1OCCN1S(=O)(=O)c1ccc(Cl)cc1 (stereo unspecified),7,-6,-9,-2,1,-0.4,0,3,-4,-3
CCC(=O)N1CCc2cc(Br)c(S(=O)(=O)N3CCC(C(=O)NC(C)(C)C)CC3)cc21,x,3,2,0,0,-0.4,-3,5,x,-1
Cc1[nH]c2ccccc2c1C(=O)COC(=O)c1ccc([N+](=O)[O-])s1,3,-1,1,-3,2,-0.3,2,3,1,0
# (further entries)
SMILES,ASAP1 GAP inh,sPLA2-III inh,PLCb3 inh,NR1D1 modulator,Tn6 DDE FP,proKLK7 act,PLC-gamma1 inh,Tn7 DDE FP,ARFGAP1 inhibitor,UHRF1 MBD2 ctr
O=C(O)CN1C(=O)NC2(CCc3ccccc32)C1=O (stereo unspecified),6,5,-3,0,-2,0.1,0,3,-5,0
COC(=O)c1ccc(CNC(=O)c2ccc3c(c2)NC(=O)CS3)cc1,-8,2,0,3,8,-0.6,5,-4,-12,20
COc1ccc(-n2c(SCC(=O)N(C)C3CCS(=O)(=O)C3)nc3ccc(O)cc3c2=O)cc1OC (stereo unspecified),10,16,-26,-2,0,-17,-22,4,5,3
O=C(CSc1nccn1-c1ccccc1)NO,-13,10,-5,2,0,-0.5,3,-4,-9,1
COC(=O)C[C@H]1CC[C@@H](NC(=O)Nc2cccc(OC)c2)[C@@H](CO)O1,18,0,-2,-12,9,0.2,-1,-1,1,-1
O=C(Cc1n[nH]c(=O)c2ccccc12)Nc1cc(C(F)(F)F)ccc1-n1cncn1,4,-5,-8,-1,-2,-0.5,0,1,-16,-1
O=C(NCc1cccs1)C1C2C=CC3(CN(Cc4ccccc4)C(=O)C13)O2 (stereo unspecified),x,4,-1,-9,-5,-0.6,-2,10,x,-2
OCC1(CCc2ccccc2)CCCN(CCCc2ccccc2)C1 (stereo unspecified),-15,-5,-4,8,2,-0.3,1,0,-3,-1
CCC(C)Sc1nc2c(cnn2-c2ccccc2)c(=O)[nH]1 (stereo unspecified),-9,-14,6,-3,-3,-0.1,2,-5,2,1
CCOc1ccc(NC(=O)COC(=O)c2c(OC)cccc2OC)cc1,-9,-7,-4,3,-2,0.6,-1,-7,-2,1
O=C(O)Cn1c(COc2ccc(Cl)cc2)nc2ccccc21,1,-1,-6,5,5,-0.1,-1,6,-2,-1
N/C(=N\OC(=O)Cc1cccs1)c1ccc(Br)cc1,-17,-1,-2,1,8,0.3,-2,5,-10,-10
CC(C)(C)c1nnc2sc(SC/C(O)=C(\C#N)c3nc4ccccc4[nH]3)nn2c1=O,1,3,-25,-2,0,0.3,-12,-9,-10,-11
Cc1noc(C(=O)N2CCN(c3ccccc3)CC2)c1Cl,-8,0,1,-2,-8,0.8,0,-2,1,0
O=C(NCCc1ccc(O)c(O)c1)C1COc2ccccc2O1 (stereo unspecified),6,-7,-5,-3,-8,1.0,-2,0,3,-1
Fc1cccc(NC(=S)NCc2ccc(Cl)cc2)c1,10,9,-2,6,-1,-0.4,-20,0,3,-1
O=S(=O)(c1cccc(C(F)(F)F)c1)N(CCCN1CCOCC1)Cc1cccs1,0&-8,-6&-8,-5&-1,-6&4,-4&-5,-0.4&0.0,-1&0,4&3,0&0,-3&0
